# Compound activity from PubChem BioAssay.
# uPA generation – inhibitors of cell surface uPA generation; cell surface uPA generation assay, qHTS; AID 540303; 0.31% of 330,000 active; Potency, µM (series often up to 38.3 µM), for the others: at the top dose activity change, negative = inhibition, actives largely listed as inhibitors; active means well fitted inhibition curve with a large enough effect; inconclusive means small, poorly fitted or top-dose-only effect; inactive means no such curve, though single readings can be large or run the other way; tested in mouse RAW 264.7 cells; further: potency means the concentration at half of the fitted maximal effect; nearly all actives have a fitted effect of over 55% in size
# B2AR arrestin – beta2AR (human) beta-arrestin recruitment activity; AID 492947; beta-arrestin recruitment to beta2AR, cell-based reporter; P07550; Potency, µM (titrated, usually from 46.1 µM), without a hit: top-dose activation, usual class: activators; 0.02% of 330,000 active;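 further: potency means the concentration at half of the fitted maximal effect; 0% = DMSO controls and full agonism = EC100 isoproterenol or metaproterenol; nearly all actives have a fitted effect of over 65% in size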
# Eya2 inh – blocks the phosphatase activity of human Eya2; recombinant Eya2, OMFP fluorescence dephosphorylation (OMFP is methylfluorescein phosphate); Potency, µM (series often up to 76.9 µM), inactives show at the top dose activity, negative = inhibition, actives largely listed as inhibitors; O00167; 0.006% of 330,000 active; further: potency means the concentration at half of the fitted maximal effect
#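 Eya2 (0.2 uM) preincubated 10 min at ambient with compound, then OMFP substrate added at 50 uM; 10 min reaction in 50 mM HEPES pH 7.5, 50 mM NaCl, 5 uM MgCl2, 0.05% BSA, 1 mM DTT. Fluorescence read at Ex 485/Em 525 nm.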
# GALK inh – inhibitors of human galactokinase; P51570; Purified GALK, Kinase-Glo residual ATP luminescence; Potency, µM (series often up to 57.5 µM), without a hit: top-dose activity change, negative = inhibition, hits mostly inhibitors; 0.007% of 270,000 active; further: potency means the concentration at half of the fitted maximal effect
#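 Galactose (100 uM) and ATP (35 uM) were turned over by 5 nM GALK for 1 h at RT. Kinase-Glo Plus then converted the remaining ATP into a luminescent signal.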
# USP2a block – blocks human ubiquitin-specific protease USP2a | O75604 | USP2 core, Ub-CHOP2 coupled fluorogenic reporter, 485/531 | Potency, µM (titrated, usually from 38.3 µM), without a hit: at the top dose activity change, negative = inhibition, hits mostly inhibitors | 0.01% of 330,000 active | AID 463254;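 further: potency means the concentration at half of the fitted maximal effect; plate controls were DMSO wells for no effect and full inhibition by NEM control for full effect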
#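 USP2 core (10nM final) preincubated 30min RT with compound in 20mM Tris-HCl pH 8.0, 2mM CaCl2, 2mM beta-mercaptoethanol, 0.05% CHAPS; 25nM Ub-CHOP2 plus 25nM reporter substrate added, fluorescence (Ex485/Em531) read after 60min.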
# Chronic BCR inh – inhibitors of chronic active B-cell receptor signaling; ABC-DLBCL IkBa-CBG/CBR reporter, luminescence ratio, 4 h; Potency, µM (highest dose often 46.1 µM), inactives show at the top dose ratio change, negative = lower green/red ratio, usual class: inhibitors; 0.05% of 340,000 active; active means well fitted inhibition curve with a large enough effect in the signal ratio, with a control signal flat, not every such curve was filed as active; inconclusive means small, poorly fitted or top-dose-only effect, or effect the other way, or a change in a side signal; the % refers to the signal ratio;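 further: potency means the concentration at half of the fitted maximal effect; plate controls were basal doxycycline-induced cells for no effect and cells given 10 µM MG132 for full effect; MG132 reads +100%, hits lower the ratio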
#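 Doxycycline induced both beetle luciferases in TMD8 lymphoma cells; IKK-driven degradation limits the IkappaBalpha-fused green signal, while red luminescence normalises for cell number and nonspecific effects. Compounds tested up to 46 uM, 4 hrs.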
# PKM2 act – increases activity of human pyruvate kinase M2; purified PKM2, Kinase-Glo ATP luminescence, activation; response scale: 0% is enzyme alone, no compound; AID 1631; 0.34% of 260,000 active; P14618; Potency, µM (titrated, usually from 57.5 µM), inactives show top-dose activation, actives largely listed as activators; further: potency means the concentration at half of the fitted maximal effect; nearly all actives have a fitted effect of over 55% in size
#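 Purified hPK-M2 (>95%) run at intermediate activity with 0.1 mM ADP and 0.5 mM PEP in 50 mM imidazole pH 7.2, KCl, MgCl2; 1 h room temperature. ATP formed read by Kinase-Glo luminescence; normalized to uninhibited and no-enzyme controls.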
# KCNH2 3.1 inh – KCNH2 3.1 (human) potassium channel inhibition; U2OS KCNH2 3.1, thallium flux FluxOr; active compounds read low; activity change, % (tested at about 1.8 µM); 0.95% of 340,000 active; AID 720553;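 active means maximum activity change below -70%; inconclusive means maximum activity change from -70% to -50%; inactive means maximum activity change above -50%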;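 further: thallium influx rate constant from kinetic fluorescence after stimulation buffer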
#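 Measured as rate of thallium-driven FluxOr signal in transduced U2OS cells carrying the 3.1 channel, read kinetically for 2 min upon stimulation; values are rate constants scaled to DMSO control wells.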
# Giardia killer – Giardia lamblia killing; Giardia lamblia trophozoite viability; activity change, % at 7.66 µM, hits read low; 0.15% of 340,000 active; in the data active means activity change below about -80%; inconclusive means between about -30% and that limit;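 further: parasites exposed to compound for two days anaerobically before the ATP read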
#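 Giardia trophozoites, 100 cells per well, were exposed to compounds for 48 hrs at 37 deg C under anaerobic conditions; viability was then read as ATP content by bioluminescence after 15-30 min at room temperature.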
# Coupling enz – inhibits coupling enzyme system, counter-screen for aldolase hits. coupling enzyme system counterscreen, AmpLite Red fluorescence. activity change, negative = inhibition, % at 58.2 µM, hits read low. 0.67% of 290,000 active. AID 2472; in the data active means activity change below about -30%
#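 Coupling enzymes only (glyceraldehyde-3-phosphate) + compound, at 57.5 uM final, 10 min RT; add substrate/coupling/AmpLite Red mix, 20 min RT; fluorescence ex 525/em 598 nm. Actives flag coupling-system interference.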
# KCNH2 WT inh – inhibitors of human wildtype KCNH2 potassium channel | Q12809 | U2OS, BacMam KCNH2, thallium flux FluxOr; active compounds read low | activity change, % at 1.84 µM | 0.37% of 340,000 active;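 active means maximum activity change below -70%; inconclusive means maximum activity change between -70% and -50%; inactive means maximum activity change above -50%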
# Target sequence (Q12809 whole entry, looked up): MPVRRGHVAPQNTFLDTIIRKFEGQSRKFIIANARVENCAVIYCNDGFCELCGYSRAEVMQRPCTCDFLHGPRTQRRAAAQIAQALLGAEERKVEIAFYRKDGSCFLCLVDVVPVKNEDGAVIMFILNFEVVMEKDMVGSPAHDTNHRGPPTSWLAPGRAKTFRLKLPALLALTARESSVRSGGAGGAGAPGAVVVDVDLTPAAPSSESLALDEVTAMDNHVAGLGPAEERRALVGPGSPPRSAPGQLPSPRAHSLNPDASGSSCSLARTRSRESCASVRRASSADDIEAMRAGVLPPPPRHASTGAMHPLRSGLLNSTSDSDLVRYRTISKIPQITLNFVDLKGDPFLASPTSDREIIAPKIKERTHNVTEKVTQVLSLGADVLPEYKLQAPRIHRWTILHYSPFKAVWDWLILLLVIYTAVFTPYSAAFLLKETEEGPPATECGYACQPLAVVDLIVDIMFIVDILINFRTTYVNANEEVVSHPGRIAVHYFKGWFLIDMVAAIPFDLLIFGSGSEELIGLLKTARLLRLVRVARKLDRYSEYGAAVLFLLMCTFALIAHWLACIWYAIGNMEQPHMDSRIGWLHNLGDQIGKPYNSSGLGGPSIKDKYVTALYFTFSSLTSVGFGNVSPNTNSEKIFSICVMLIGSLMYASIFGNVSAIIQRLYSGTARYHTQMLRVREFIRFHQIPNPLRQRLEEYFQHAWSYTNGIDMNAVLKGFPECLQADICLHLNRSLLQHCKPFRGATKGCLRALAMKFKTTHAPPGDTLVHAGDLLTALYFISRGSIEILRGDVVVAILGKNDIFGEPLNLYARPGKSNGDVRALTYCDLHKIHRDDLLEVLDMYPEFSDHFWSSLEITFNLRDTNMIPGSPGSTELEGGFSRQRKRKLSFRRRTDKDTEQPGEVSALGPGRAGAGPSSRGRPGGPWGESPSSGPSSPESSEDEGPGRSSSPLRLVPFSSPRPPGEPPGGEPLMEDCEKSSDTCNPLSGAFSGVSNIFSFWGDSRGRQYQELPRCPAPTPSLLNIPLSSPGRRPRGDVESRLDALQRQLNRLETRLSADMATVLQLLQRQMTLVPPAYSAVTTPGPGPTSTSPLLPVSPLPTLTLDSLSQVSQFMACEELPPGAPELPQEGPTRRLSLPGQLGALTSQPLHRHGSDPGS
#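 U2OS cells transduced with wild-type KCNH2 virus are loaded with FluxOr dye for 45 min, and thallium flux is measured in kinetic reads before and after stimulation buffer. Rate constants are normalized to DMSO controls.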
# * marks the source's active call; other numbers are inactive results; ? = inconclusive; . = not tested or not shown; [ ] = dose if it differs, or a comment. Unless noted, the call rests on the fitted dose curve; in most records, active means well fitted curve in the direction sought with a large enough effect; inconclusive means small, poorly fitted or top-dose-only effect, or another doubt; inactive means no such curve, though single readings can be large; an effect the other way counts as inactive or inconclusive. Unless noted, on the % scale 0 is the no-effect control and ±100 the full control effect.
SMILES,uPA generation,B2AR arrestin,Eya2 inh,GALK inh,USP2a block,Chronic BCR inh,PKM2 act,KCNH2 3.1 inh,Giardia killer,Coupling enz,KCNH2 WT inh
CCCCCOC(=O)C1[C@H]2C(=O)N(Cc3cccs3)C[C@]23C=C[C@H]1O3 (some centres not stated),.,-0.2%,6%[15.4 µM],2%,0%,-1%,0%,-2,6,3,3
NS(=O)(=O)c1ccc(NC(=O)CSC2CCCCC2)cc1,8%,-1.4%,0%,0%,-1%,-1%,3%,-30,2,1,0
Cc1ccccc1Nc1c(-c2ccc(N3CCOCC3)cc2)nc2cnccn12,-10%,-1.2%,-8%,.,5%,-14%,8%,-7,-30,0,5
C=CCN1C(=O)NC2(CCCCC2)C1=O,3%,0.4%,14%,10%,0%,2%,0%,-1,6,0,18
COc1ccc(N2C(=O)CN=C2Nc2nc(C)cc(C)n2)cc1,1%,-0.4%,3%,0%,-1%,?,-3%,-3,3,1,2
CCS(=O)(=O)N1Cc2ccccc2CC1C(=O)Nc1nnc(SCc2ccc(C#N)cc2)s1 (configuration not stated),-1%,2.4%,-15%,0%,-10%,-1%,26%,1,-3,5,-6
COC(=O)COc1cccc2c(=O)n(CC(=O)NCc3ccccc3)ccc12,-3%,-0.4%,8%,-1%,-1%,?,2%,6,7,4,3
Cc1cccc(NC(=S)NC2CCCC2)n1,-28%,?,10%,-2%,7%,?,1%,-11,3,-6,.
O=C(NCCc1ccc(Cl)cc1)c1ncn[nH]1,1%,-0.7%,-22%,0%,4%,-1%,-3%,-3,-4,1,2
CSc1nc(C)cc(SCCO)n1,5%,-0.9%,7%,-2%,-2%,-5%,1%,0,2,-2,-10
CCc1cccc(NS(=O)(=O)c2ccc3c(c2)NC(=O)CC(=O)N3)c1,12%,-0.1%,-9%,0%,2%,21%,9%,-25,-12,3,.
O=C(N=C1SC2CS(=O)(=O)CC2N1c1ccc(Cl)c(Cl)c1)C1CCCO1 (configuration not stated),-4%,0.0%,2%,-8%,2%,1%,.,-6,-16,3,-2
Cc1ccc(-c2noc(-c3ccccc3F)n2)cc1,-6%,-0.1%,2%,-1%,2%,-2%,-25%,23,-16,-3,1
N=C1C(c2nc3ccccc3[nH]2)=C(O)CN1c1ccc(F)cc1,-3%,0.2%,20%,2%,1%,-16%,-5%,-5,-9,1,-2
O=C(NCCN1CCOCC1)C(Sc1ccccc1)c1ccccc1 (configuration not stated),3%,-0.3%,-7%,1%,1%,-3%,-7%,0,8,2,-1
COCCCNC(=S)NNC(=O)c1csc(C)n1,?,-0.7%,9%,-1%,0%,-2%,-1%,-9,-6,-1,-4
COC(=O)c1ccc(NS(=O)(=O)c2ccc3[nH]c(=O)oc3c2)cc1,-2%,-0.1%,3%,4%,0%,-22%,18%,17,3,11,-1
COc1ccc(OC)c(CNC(=O)C2CCN(S(=O)(=O)N3CCCC3)CC2)c1,-7%,0.4%,-5%,0%,1%,-7%,-1%,5,-1,-1,0
COc1cc(C(=O)COC(=O)c2cccs2)cc(OC)c1OC,-1%,0.0%,0%,.,0%,?,.,-4,1,.,-9
COC(=O)c1cc(C(=O)OCC(=O)NC2CCCC2)cc([N+](=O)[O-])c1,-10%,-0.3%,10%,-2%,-4%,3%,.,4,-12,-1,9
O=C(COc1ccc(Cl)cc1Cl)Nc1nnc(C2=COCCO2)o1,5%,-0.1%,-4%,-1%,-1%,7%,1%,-22,9,-1,0
COc1ccc(NC(=O)n2ncc3c(C)cccc32)cc1OC,?,0.4%,-21%,.,0%,?,.,-3,-4,-3,4
N/C(=N\OC(=O)c1cccc(F)c1)c1ccccn1,?,-0.1%,-1%,15%,0%,?,.,0,-10,.,0
COc1ccccc1C(=O)NCCC(=O)N(C)Cc1ccc(C)o1,1%,-0.5%,5%,-4%,2%,11%,3%,13,-11,.,-11
O=C(CCCn1c(=O)c2ccccc2n(Cc2cccc(F)c2)c1=O)NC1CCN(Cc2ccccc2)CC1,.,0.1%,4%,0%,5%,?,6%,.,.,0,.

# Nine entries from above, with values under each structure.
# Sequence of screens – uPA generation, B2AR arrestin, Eya2 inh, GALK inh, USP2a block, Chronic BCR inh, PKM2 act, KCNH2 3.1 inh, Giardia killer, Coupling enz, KCNH2 WT inh
CCS(=O)(=O)N1Cc2ccccc2CC1C(=O)Nc1nnc(SCc2ccc(C#N)cc2)s1 (configuration not stated)
→ -1%, 2.4%, -15%, 0%, -10%, -1%, 26%, 1, -3, 5, -6
COC(=O)COc1cccc2c(=O)n(CC(=O)NCc3ccccc3)ccc12
→ -3%, -0.4%, 8%, -1%, -1%, ?, 2%, 6, 7, 4, 3
Cc1cccc(NC(=S)NC2CCCC2)n1
→ -28%, ?, 10%, -2%, 7%, ?, 1%, -11, 3, -6, .
O=C(NCCc1ccc(Cl)cc1)c1ncn[nH]1
→ 1%, -0.7%, -22%, 0%, 4%, -1%, -3%, -3, -4, 1, 2
CSc1nc(C)cc(SCCO)n1
→ 5%, -0.9%, 7%, -2%, -2%, -5%, 1%, 0, 2, -2, -10
CCc1cccc(NS(=O)(=O)c2ccc3c(c2)NC(=O)CC(=O)N3)c1
→ 12%, -0.1%, -9%, 0%, 2%, 21%, 9%, -25, -12, 3, .
O=C(N=C1SC2CS(=O)(=O)CC2N1c1ccc(Cl)c(Cl)c1)C1CCCO1 (configuration not stated)
→ -4%, 0.0%, 2%, -8%, 2%, 1%, ., -6, -16, 3, -2
Cc1ccc(-c2noc(-c3ccccc3F)n2)cc1
→ -6%, -0.1%, 2%, -1%, 2%, -2%, -25%, 23, -16, -3, 1
N=C1C(c2nc3ccccc3[nH]2)=C(O)CN1c1ccc(F)cc1
→ -3%, 0.2%, 20%, 2%, 1%, -16%, -5%, -5, -9, 1, -2

# Additional results.
SMILES,uPA generation,B2AR arrestin,Eya2 inh,GALK inh,USP2a block,Chronic BCR inh,PKM2 act,KCNH2 3.1 inh,Giardia killer,Coupling enz,KCNH2 WT inh
COc1ccc(OC)c(COC(=O)c2cc([N+](=O)[O-])ccc2N2CCOCC2)c1,?,0.2%,-12%,.,1%,?,.,-3,6,.,-3
O=c1cc(-c2ccc(O)cc2)oc2ccc3ccccc3c12,0.89µM*,-1.3%,0%,.,-3%,?,.,0,?,.,-20
CCN1/C(=C/C=C/C=C/c2sc3ccccc3[n+]2CC)Sc2ccccc21,.,0.5%,-7%,18%,?,?,-50%,.,.,-8,.
COc1ccc(NC(=O)c2cc(S(=O)(=O)N3CCCCC3)c[nH]2)c(OC)c1,7%,0.2%,-12%,.,1%,7%,?,5,-19,0,12
COc1ccc(NC(=O)CN(C)CC(=O)NCc2ccc(C)cc2)cc1,9%,-0.2%,-9%,.,0%,0%,.,12,?,.,-26
CC(=O)Nc1ccc(NC(=O)CSC2=NS(=O)(=O)c3ccccc3N2)cc1,-2%,-2.6%,14%,.,-2%,-28%,.,19,13,.,4
COc1cc(OC)cc(C(=O)NCC(=O)OC2CCCCC2=O)c1 (configuration not stated),10%,0.0%,16%,.,6%,0%,.,-4,-20,.,1
CCN(C(=O)c1ccc(S(=O)(=O)N2CCCCC2)cc1)C1CCS(=O)(=O)C1 (configuration not stated),5%,0.3%,17%,.,1%,0%,.,-3,-14,.,-6
O=C(CSc1nnc(Cc2ccccc2)n1-c1ccc(Cl)cc1)N1CCOCC1,-6%,-0.6%,0%,-1%,2%,-2%,6%,16,4,4,4
CCC(Sc1nc(C)cc(=O)[nH]1)C(=O)Nc1sc2c(c1C#N)CCCC2 (configuration not stated),-4%,-1.0%,3%,-1%,-10%,2%,0%,7,11,5,2
COCCOc1ccc(C(F)(F)F)cc1NC(=O)COC(=O)c1ccc(N2CCCC2=O)cc1,-2%,0.2%,-7%,.,2%,-4%,.,5,-15,.,3
O=C(C[n+]1cccc(NC(=O)c2ccccc2)c1)c1ccccc1,-3%,0.2%,0%,1%,0%,-2%,5%,1,4,0,3
O=C(NCCC1=CCCCC1)C1CC(=O)N(Cc2ccccc2)C1 (configuration not stated),-12%,-0.9%,-4%,-3%,-1%,1%,2%,-4,-7,-1,3
CCC(=O)c1ccc(OCC(=O)Nc2nc(-c3cccnc3)cs2)cc1,0%,-0.2%,-11%,.,0%,-2%,.,0,-10,.,-2
COc1ccc(C(=O)Nc2ccc(S(=O)(=O)NCc3ccco3)cc2)cc1OC,-1%,-0.3%,-4%,3%,0%,-2%,2%,6,12,-1,-1
COc1ccc(S(=O)(=O)N2CCOCC2)cc1NC(=O)COC(=O)c1ccc([N+](=O)[O-])s1,-1%,-0.7%,-5%,.,1%,0%,.,-19,-18,.,38
Cc1ccc(S(=O)(=O)NCCC(=O)OCC(=O)N2CCCC2=O)cc1,1%,-2.2%,4%,.,2%,-10%,.,0,-3,.,-3
